M. tuberculosis HTS = M. tuberculosis growth inhibition, HTS (AID 449762). M. tuberculosis H37Rv growth inhibition, 7H9 media; higher % means a stronger effect. one-dose inhibition, % at 25 µM; IC50 in µM for titrated hits. actives 0.59% (n = 330,000); in the data active means a potency from the dose series; inconclusive means inhibition above about 70% without an active follow-up result;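 further: bacterial growth assessed after seven days of incubation; strong numbers were not always called active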
influenza NS1A = H1N1 influenza NS1A inhibitors, functional cell based assay (AID 504329); actives 0.3% (n = 340,000); NS1A functional cell-based assay, percent inhibition; higher % means a stronger effect; inhibition, % at 12.5 µM, or IC50 in µM where a hit was titrated; in the data active means a potency from the dose series; inconclusive means inhibition above about 27% without an active follow-up result; further: strong numbers were not always called active
M. tuberculosis = growth inhibition of non-replicating M. tuberculosis (AID 488890) | Mycobacterium tuberculosis non-replicating, growth inhibition; higher % means a stronger effect | inhibition, % at 25 µM, or IC50 in µM where a hit was titrated | actives 0.39% (n = 320,000); in the data active means a potency from the dose series; inconclusive means inhibition mostly from about 82% at the one dose, without a potency; inactive means the rest, 99 in 100 with inhibition below about 76%;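 further: plate controls were DMSO cells for no effect and high antibiotic wells for full effect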
PhoP GFP inhibition = PhoP regulon inhibitors, Salmonella typhi PhoP promoter GFP reporter, confirmatory (AID 1850); Salmonella Typhi PhoP-promoter GFP reporter, fluorescence, 4 h; higher % means a stronger effect; inhibition, % at 50 µM, or IC50 in µM where a hit was titrated; actives 0.33% (n = 310,000); in the data active means a potency from the dose series; inconclusive means inhibition mostly from about 25% at the one dose, without a potency; inactive means the rest, 99 in 100 with inhibition below about 19%;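 further: 0% = induced wells with vehicle and 100% = uninduced wells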
VEEV TC-83 Vero = inhibitors of VEEV TC-83 cytopathic effect, confirmation, Vero cells (AID 588727); Vero cells, VEEV TC-83 cytopathic effect inhibition; higher % means a stronger effect; inhibition, % at 20 µM; hits with a dose series show IC50 in µM; actives 0.13% (n = 350,000); in the data active means a potency from the dose series; inconclusive means inhibition mostly from about 14% at the one dose, without a potency; inactive means the rest, 99 in 100 with inhibition below about 12%; further: strong numbers were not always called active
VEEV TC-83 Vero 10K pilot screen = also measured in VEEV TC-83 Vero; calls as there; inhibition, %; measured here: 10K pilot screen inhibition
An asterisk follows results filed as active.

Screening CCNC(=O)CC1C(=O)N(c2ccc(C)cc2)C(=O)N1Cc1ccccn1 (centres undefined) returned M. tuberculosis HTS 1%, influenza NS1A 3%, M. tuberculosis -16%, PhoP GFP inhibition -12% and VEEV TC-83 Vero inactive.
`COc1ccc(CCn2c(O)c(/C=N/NC(=O)c3ccncc3)c(=O)[nH]c2=O)cc1OC` gave M. tuberculosis HTS inconclusive, influenza NS1A 11%, M. tuberculosis -4%, PhoP GFP inhibition 15% and VEEV TC-83 Vero 0.4%.
For COc1ccc(-n2nnnc2SCC(=O)Nc2ccccc2F)cc1 the results were M. tuberculosis HTS 0%, influenza NS1A -24%, M. tuberculosis 20%, PhoP GFP inhibition 4% and VEEV TC-83 Vero 0.6%.
Screening CCOC(=O)N/N=C\C=C\c1ccco1 returned M. tuberculosis HTS -1%, influenza NS1A 11%, M. tuberculosis 0%, PhoP GFP inhibition -1%, VEEV TC-83 Vero inactive and VEEV TC-83 Vero 10K pilot screen 1.3.
Screening O=C(CSc1cccc[n+]1[O-])Nc1cc([N+](=O)[O-])ccc1Cl returned M. tuberculosis HTS 2%, influenza NS1A 8%, M. tuberculosis -5%, PhoP GFP inhibition -24% and VEEV TC-83 Vero 3.4%.
For Cc1ccc(-c2cnc3c(Cl)c(C)nn3c2)cc1 the results were M. tuberculosis HTS 5%, influenza NS1A -1%, M. tuberculosis -5%, PhoP GFP inhibition 7% and VEEV TC-83 Vero 5.4%.
`CCCn1nnc(NC(=O)Cc2ccc(Cl)cc2)n1` gave M. tuberculosis HTS -1%, influenza NS1A -7%, M. tuberculosis -5%, PhoP GFP inhibition 15% and VEEV TC-83 Vero inactive.
COc1ccccc1/C=C/C=N/NC(=O)c1ccc2nc[nH]c2c1 was read as M. tuberculosis HTS 2%, M. tuberculosis 3% and PhoP GFP inhibition 4%.
COc1cc(/C=N/NC(=O)c2[nH]nc3c2CCc2ccccc2-3)ccc1O was read as M. tuberculosis HTS 8%, influenza NS1A -9%, M. tuberculosis 32%, PhoP GFP inhibition -16% and VEEV TC-83 Vero 10%.
`Cc1cc(Cl)ccc1OCC(=O)Nc1cccc(S(=O)(=O)NC2=NCCCCC2)c1` gave M. tuberculosis HTS -5%, influenza NS1A -6%, M. tuberculosis 12%, PhoP GFP inhibition -1% and VEEV TC-83 Vero 9.2%.
`Nn1c(COc2ccccc2)nc2ccccc2c1=O` gave M. tuberculosis HTS 6%, influenza NS1A 2%, M. tuberculosis -16%, PhoP GFP inhibition 13% and VEEV TC-83 Vero 0.0%.
Screening CCN(CC(=O)NCc1ccc(F)cc1)Cc1cc(=O)n2ccsc2n1 returned M. tuberculosis HTS -1%, influenza NS1A -4%, M. tuberculosis -2%, PhoP GFP inhibition 1% and VEEV TC-83 Vero 0.7%.
`C#CCOCCOCCOCCNc1nc(N2CCN(C(=O)[C@H](C(C)C)n3cc(CCO)nn3)CC2)nc(N2CCN(C(=O)[C@H](Cc3ccc(O)cc3)n3cc(CCO)nn3)CC2)n1` gave influenza NS1A -21% and VEEV TC-83 Vero 1.7%.
`O=C(O)C1C2CCC(C2)C1C(=O)Nc1ccccc1` (centres undefined) gave M. tuberculosis HTS -8%, influenza NS1A -2%, M. tuberculosis 7%, PhoP GFP inhibition 3% and VEEV TC-83 Vero 4.4%.
`COc1ccc(NC(=S)Nc2cc(-c3ccccc3)[nH]n2)cc1Cl` gave M. tuberculosis HTS -1%, influenza NS1A 2%, M. tuberculosis -7%, PhoP GFP inhibition 1% and VEEV TC-83 Vero inactive.
Screening O=C(O)c1cc(NC(=O)C2CCCO2)cc(C(=O)O)c1 (centres undefined) returned M. tuberculosis HTS 1%, influenza NS1A -3%, M. tuberculosis 2%, PhoP GFP inhibition 0% and VEEV TC-83 Vero 1.6%.
For CCc1n[nH]c(=S)n1/N=C/C(C)=C\c1ccccc1 the results were M. tuberculosis HTS 1%, influenza NS1A -10%, M. tuberculosis -9%, PhoP GFP inhibition 9% and VEEV TC-83 Vero 4.5%.
CC(C)Cn1c(N)c(C(=O)COC(=O)CCc2nc3ccccc3c(=O)[nH]2)c(=O)n(C)c1=O was read as M. tuberculosis HTS -6%, influenza NS1A 6%, M. tuberculosis -8% and VEEV TC-83 Vero 2.1%.
Cc1nc2nc(SCC(=O)N3CCOCC3)nn2c(C)c1Cc1ccccc1 was read as M. tuberculosis HTS -7%, influenza NS1A 15%, M. tuberculosis -6%, PhoP GFP inhibition 1% and VEEV TC-83 Vero 1.2%.
For CCCC1(CCC)NC(=O)N(CC(=O)Nc2ccc(Cl)c(S(=O)(=O)N3CCOCC3)c2)C1=O the results were M. tuberculosis HTS -5%, influenza NS1A 2%, M. tuberculosis 24% and VEEV TC-83 Vero 2.7%.
`O=S(=O)(CCc1ccccc1)CS(=O)(=O)CCc1ccccc1` gave influenza NS1A 2% and VEEV TC-83 Vero 1.8%.
`COC(=O)Cc1cnc(NC(=O)CSc2nc(C(C)C)cc(=O)[nH]2)s1` gave M. tuberculosis HTS 0%, influenza NS1A 7%, M. tuberculosis 3%, PhoP GFP inhibition 4% and VEEV TC-83 Vero 0.7%.
For O=C(CSc1nc2ccccc2c(=O)n1CC1CCCO1)N1CCN(c2ccccc2)CC1 (centres undefined) the results were M. tuberculosis HTS -5%, influenza NS1A 6%, M. tuberculosis 3%, PhoP GFP inhibition -13% and VEEV TC-83 Vero 1.6%.
Screening O=C1CCC(O)CCN1CCSc1ccccc1 (centres undefined) returned M. tuberculosis HTS -3%, influenza NS1A -4%, M. tuberculosis -6%, PhoP GFP inhibition 9%, VEEV TC-83 Vero inactive and VEEV TC-83 Vero 10K pilot screen 2.1.
Screening CC(OC(=O)c1cccc(S(=O)(=O)Nc2ccccc2F)c1)C(=O)NCc1ccc2c(c1)OCO2 (centres undefined) returned M. tuberculosis HTS -3%, influenza NS1A 3%, M. tuberculosis 20%, PhoP GFP inhibition -7% and VEEV TC-83 Vero 0.6%.
CCc1c(C)nc(SCC(N)=O)c(C#N)c1C was read as M. tuberculosis HTS -3%, influenza NS1A -5%, M. tuberculosis -9%, PhoP GFP inhibition -4% and VEEV TC-83 Vero 0.9%.
Screening O=C(CSc1nnc2ccccn12)c1ccc(OC(F)F)cc1OC(F)F returned M. tuberculosis HTS -5%, influenza NS1A -4%, M. tuberculosis 0%, PhoP GFP inhibition 0%, VEEV TC-83 Vero 0.0% and VEEV TC-83 Vero 10K pilot screen 1.4.
CS(=O)(=O)N(CC(=O)Nc1ccc(S(=O)(=O)N2CCCC2)cc1)c1ccccc1F was read as M. tuberculosis HTS -2%, influenza NS1A 3%, M. tuberculosis 6%, PhoP GFP inhibition -6% and VEEV TC-83 Vero 0.5%.
Screening CO/N=C/CC(=O)c1ccc(-c2ccccc2)cc1 returned M. tuberculosis HTS 53%, influenza NS1A 3%, M. tuberculosis inconclusive, PhoP GFP inhibition -3%, VEEV TC-83 Vero 0.5% and VEEV TC-83 Vero 10K pilot screen 3.1.
`CCCCN1CC(=O)N2[C@H](c3ccc(OC)cc3)[C@@H]3C(=O)N(CC)C(=O)[C@@H]3[C@]2(Cc2ccccc2)C1=O` gave M. tuberculosis HTS 0%, influenza NS1A -6%, M. tuberculosis 0%, PhoP GFP inhibition -7%, VEEV TC-83 Vero 0.9% and VEEV TC-83 Vero 10K pilot screen 0.1.
`Cc1[nH]c2ccccc2c1CCCO` gave M. tuberculosis HTS -4%, M. tuberculosis 2% and PhoP GFP inhibition 13%.
Screening COc1ccc(Cl)cc1NC(=O)c1nnn(CC(=O)Nc2ccc(OC)c(OC)c2)c1N returned M. tuberculosis HTS 10%, influenza NS1A 1%, M. tuberculosis -9%, PhoP GFP inhibition -7% and VEEV TC-83 Vero 0.6%.
Screening O=C1CC(N(Cc2ccco2)C(=O)Nc2ccc(F)cc2)C(=O)N1c1ccc(F)cc1 (centres undefined) returned M. tuberculosis HTS -8%, influenza NS1A 9%, M. tuberculosis 6%, PhoP GFP inhibition -6% and VEEV TC-83 Vero inactive.
CC(CN1CCCCC1)OC(=O)c1cccc(F)c1 (centres undefined) was read as M. tuberculosis HTS 0%, influenza NS1A -5%, M. tuberculosis -3%, PhoP GFP inhibition -6% and VEEV TC-83 Vero inactive.
For CCn1cc(C(=O)N2CCN(c3ccc(OC)cc3)CC2)c2cc(OC)c(OC)cc2c1=O the results were M. tuberculosis HTS 1%, influenza NS1A 3%, M. tuberculosis 10%, PhoP GFP inhibition -8% and VEEV TC-83 Vero 0.3%.
For OCCN(Cc1ccccc1)Cc1ccc(Cl)cc1 the results were M. tuberculosis HTS 8%, influenza NS1A -2%, M. tuberculosis -4%, PhoP GFP inhibition 22% and VEEV TC-83 Vero 0.2%.
For Cc1cc([N+](=O)[O-])nn1CC(=O)N1CCN(Cc2ccccc2)CC1 the results were M. tuberculosis HTS 10%, influenza NS1A -21%, M. tuberculosis -2%, PhoP GFP inhibition 0% and VEEV TC-83 Vero 1.1%.
For O=C(NNC(=O)C1CCCCC1)c1ccco1 the results were M. tuberculosis HTS 1%, influenza NS1A 5%, M. tuberculosis 7%, PhoP GFP inhibition -3% and VEEV TC-83 Vero 0.6%.
`COc1ccc(NC(=O)C(=O)NCCN2CCN(C(=O)c3cccc(Br)c3)CC2)cc1` gave M. tuberculosis HTS 3%, influenza NS1A 0%, M. tuberculosis 9%, PhoP GFP inhibition -3% and VEEV TC-83 Vero 1.1%.
For c1ccc(CCNC2=NCCS2)cc1 the results were M. tuberculosis HTS -6%, influenza NS1A 5%, M. tuberculosis -4%, PhoP GFP inhibition 10% and VEEV TC-83 Vero inactive.
`COC(=O)C1=C(N)Oc2cc(C)n(Cc3cccnc3)c(=O)c2C1c1ccccc1OC` (centres undefined) gave M. tuberculosis HTS -11%, influenza NS1A -4%, M. tuberculosis -1%, PhoP GFP inhibition -4% and VEEV TC-83 Vero 0.9%.
For C[C@@H](O)Cc1cn(CC(=O)NCCCCCCCCCCC(=O)N2CCNCC2)nn1 the results were M. tuberculosis HTS 11%, influenza NS1A -8%, M. tuberculosis -11%, PhoP GFP inhibition 7%, VEEV TC-83 Vero inactive and VEEV TC-83 Vero 10K pilot screen 0.5.
Screening COc1cccc(-c2nc(N3CCN(C)CC3)c3ccccc3n2)c1O returned M. tuberculosis HTS 52%, influenza NS1A 16%, M. tuberculosis inconclusive, PhoP GFP inhibition 12% and VEEV TC-83 Vero inactive.
Screening CCOc1ncccc1C(=O)OCC(=O)c1c[nH]c2ccccc12 returned M. tuberculosis HTS 8%, influenza NS1A -5%, M. tuberculosis 31% and VEEV TC-83 Vero 4.3%.
Screening Cc1ccc2c(c1)N(CCCC(=O)Nc1cccc(C(F)(F)F)c1)C(=O)CO2 returned M. tuberculosis HTS 5%, influenza NS1A 1%, M. tuberculosis 31%, PhoP GFP inhibition 5% and VEEV TC-83 Vero 2.5%.
For O=C(COc1ccccc1F)Nc1nnc(-c2ccncc2)s1 the results were M. tuberculosis HTS -10%, influenza NS1A -8%, M. tuberculosis -4%, PhoP GFP inhibition 1% and VEEV TC-83 Vero 4.2%.
Screening O=C(C1CCCCC1)N1CCC2CC1c1cc(Cl)ccc12 (centres undefined) returned influenza NS1A -5% and VEEV TC-83 Vero inactive.
For COc1ccc(C(=O)OCC(=O)NC(C)CCc2ccccc2)cc1OC (centres undefined) the results were M. tuberculosis HTS -2%, influenza NS1A 1%, M. tuberculosis 8%, PhoP GFP inhibition -1% and VEEV TC-83 Vero 1.6%.
CCOC(=O)N1CCc2c(sc(NC(=O)C3=COCCO3)c2C(N)=O)C1 was read as M. tuberculosis HTS -6%, influenza NS1A -5%, M. tuberculosis 15%, PhoP GFP inhibition -13% and VEEV TC-83 Vero 7.3%.
CC(/C=N/n1c(-c2ccc(C)cc2)n[nH]c1=S)=C\c1ccco1 was read as M. tuberculosis HTS 3%, influenza NS1A 6%, M. tuberculosis 16%, PhoP GFP inhibition 2% and VEEV TC-83 Vero 3.5%.

As a working copy, some entries already given:
For COc1ccc(C(=O)OCC(=O)NC(C)CCc2ccccc2)cc1OC (centres undefined) the results were M. tuberculosis HTS -2%, influenza NS1A 1%, M. tuberculosis 8%, PhoP GFP inhibition -1% and VEEV TC-83 Vero 1.6%.
CCOC(=O)N1CCc2c(sc(NC(=O)C3=COCCO3)c2C(N)=O)C1 was read as M. tuberculosis HTS -6%, influenza NS1A -5%, M. tuberculosis 15%, PhoP GFP inhibition -13% and VEEV TC-83 Vero 7.3%.
CC(/C=N/n1c(-c2ccc(C)cc2)n[nH]c1=S)=C\c1ccco1 was read as M. tuberculosis HTS 3%, influenza NS1A 6%, M. tuberculosis 16%, PhoP GFP inhibition 2% and VEEV TC-83 Vero 3.5%.
